Compound activity deposited in PubChem BioAssay by several laboratories.
TbMetRS inhib: Trypanosoma brucei MetRS inhibition. purified T. brucei MetRS, ATP depletion, Kinase-Glo luminescence. inhibition, % at 11.9 µM. hit rate 0.4% among 360,000;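 active = inhibition above a per-plate cutoff of the control wells' mean inhibition plus 3 SD, cut at about 5.5% in these data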;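 note: 0% = DMSO wells median and 100% = median of wells with control inhibitor compound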
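Test system – parasite MetRS enzyme · Reagent – substrates ATP, L-methionine and bulk Escherichia coli tRNA · Doses – 11.9 µM compound single dose, 0.9% DMSO · Times – 15 min enzyme-compound preincubation, 2 h reaction, 10 min detection, 25 °C · Signal – Kinase-Glo luminescence, ATP depletion format · Controls – DMSO-only wells as low control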
MsrA inh: inhibitors of bovine MsrA; hit rate 0.75% among 360,000; inhibition, % at 15.5 µM; AID 651718; purified bovine MsrA, absorbance read-out; in the data active = inhibition above about 4.5%;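 note: 0% = vehicle wells with enzyme and 100% = reference inhibitor wells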
FAS-TE inh: blocks the thioesterase domain of human fatty acid synthase; P49327; recombinant FAS-TE, OMFH fluorogenic substrate, fluorescence endpoint; inhibition, % at 15 µM; hit rate 0.67% among 360,000; AID 602261;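 active = compounds whose normalised, plate-corrected inhibition of enzyme fluorescence in the single-dose primary screen is 50% or more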;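 note: 0% = DMSO with enzyme and 100% = substrate without enzyme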
bovine MsrA act: activates bovine MsrA enzyme. purified bovine MsrA, absorbance read-out. activation, % at 10.6 µM. hit rate 0.3% among 360,000. AID 602163; in the data active = activation above about 7.5%;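 note: 0% = vehicle and 100% = reference activator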
NRP1-CendR mod: modulators of CendR peptide binding to human neuropilin-1; O14786; FAM-RPARPAR peptide binding to NRP-1, fluorescence polarization; inhibition, % at 25 µM; hit rate 0.85% among 360,000;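 active = inhibition or corrected inhibition above about 18%, plus a signal ratio from 0.5 to 1.5, limit read from the data, passing the limit was not always enough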; note: strong numbers were not always called active
Target sequence (O14786 whole entry, looked up): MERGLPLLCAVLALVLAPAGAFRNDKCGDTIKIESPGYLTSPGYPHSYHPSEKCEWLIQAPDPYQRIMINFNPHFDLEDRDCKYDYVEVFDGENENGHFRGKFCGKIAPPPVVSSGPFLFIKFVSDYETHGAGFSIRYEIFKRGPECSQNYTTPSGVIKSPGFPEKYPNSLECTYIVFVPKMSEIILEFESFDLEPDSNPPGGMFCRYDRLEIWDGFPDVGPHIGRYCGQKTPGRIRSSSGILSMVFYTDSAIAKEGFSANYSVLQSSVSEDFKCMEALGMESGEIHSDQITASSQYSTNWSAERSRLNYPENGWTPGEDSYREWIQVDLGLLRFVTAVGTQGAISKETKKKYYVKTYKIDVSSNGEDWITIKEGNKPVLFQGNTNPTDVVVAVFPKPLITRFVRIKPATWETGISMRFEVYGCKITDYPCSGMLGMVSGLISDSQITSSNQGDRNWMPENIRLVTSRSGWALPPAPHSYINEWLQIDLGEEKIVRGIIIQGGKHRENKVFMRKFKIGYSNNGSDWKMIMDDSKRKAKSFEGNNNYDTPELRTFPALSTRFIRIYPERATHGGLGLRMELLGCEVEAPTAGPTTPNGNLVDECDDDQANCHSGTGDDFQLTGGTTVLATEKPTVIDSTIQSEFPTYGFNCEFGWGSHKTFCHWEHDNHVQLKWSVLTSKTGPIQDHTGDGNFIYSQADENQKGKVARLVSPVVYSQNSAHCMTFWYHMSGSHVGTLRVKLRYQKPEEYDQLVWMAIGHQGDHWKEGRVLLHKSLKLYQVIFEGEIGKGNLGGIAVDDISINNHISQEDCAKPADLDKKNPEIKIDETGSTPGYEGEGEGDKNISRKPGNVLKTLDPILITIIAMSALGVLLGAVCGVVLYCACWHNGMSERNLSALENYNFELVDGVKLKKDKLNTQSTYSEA
E coli Lon inh: E. coli protease La inhibition; P0A9M0; purified E. coli Lon protease, fluorescence polarization; inhibition, % at 7.94 µM; hit rate 0.42% among 360,000; AID 602123; in the data active = inhibition above about 13%, passing the limit was not always enough;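 note: 0% = enzyme with probe and DMSO and 100% = no enzyme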
SKN-1 block: C. elegans SKN-1 inhibition. AID 624304. inhibition, % at 21.8 µM. hit rate 0.49% among 360,000. C. elegans VP596 Pgst-4::GFP/RFP ratio, acrylamide-induced, 24 h;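 active = interference check ratio from 0.5 to 1.5 plus GFP to RFP signal ratio inhibition reaching or exceeding a fixed threshold, cut at about 30% in these data, passing the limit was not always enough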; note: some compounds called inactive have numbers as strong as hits
PABP1 MLLE inh: blocks PAM2 peptide binding to the PABP1 MLLE domain | P11940 | GST-MLLE / FITC-PAM2 fluorescence polarization | inhibition, % at 20 µM | hit rate 0.36% among 360,000 | AID 588489; in the data active = inhibition above about 35%, passing the limit was not always enough;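 note: plate controls were DMSO wells with GST-MLLE for no effect and wells lacking GST-MLLE protein for full effect; some results filed as inactive read as strong as hits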
MT1-MMP act inh: inhibitors of human MT1-MMP activation; GFP/RFP ratio change, % at 20 µM; AID 651647; HT1080 RFP-PRO-GFP cells, GFP/RFP ratio fluorescence, overnight; percent of plate control window, DMSO zero; P50281; hit rate 0.061% among 360,000;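 active = GFP/RFP ratio change of at least 30% with cell ATP level not reduced by more than half and red fluorescence within 50% of control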; note: strong numbers were not always called active
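Assay system: HT1080 RFP-PRO-GFP cells | Dosing: 20 µM single dose, 1% DMSO | Incubation: Cells overnight before dosing, compound overnight, 37 °C, 5% CO2 | Evaluation: GFP/RFP fluorescence ratio | Control set: DMSO-only wells and HT1080 RFP-L50D-GFP cell wells as references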
An asterisk follows results filed as active; / = not tested or not shown. The order is random; 4% or so of the library scored in one or more.

SMILES	TbMetRS inhib	MsrA inh	FAS-TE inh	bovine MsrA act	NRP1-CendR mod	E coli Lon inh	SKN-1 block	PABP1 MLLE inh	MT1-MMP act inh
COc1c(C)cc(C(O)c2ncc(-c3cccc(F)c3)[nH]2)cc1C (stereo not drawn)	-0.1	-1.0	-2.1	-2.5	8.0	-13.2	23.8	-21.1	0.8
CC1CN(Cc2ccccc2)c2nc3c(c(=O)n(C)c(=O)n3C)n2C1 (stereo not drawn)	0.4	/	-1.3	3.4	7.5	3.7	9.8	-4.9	3.8
Cc1c(C(=O)N2CCCCC2CCN2CCCC2=O)oc2c(F)cccc12 (stereo not drawn)	-0.8	0.1	-2.9	-10.0	-3.1	-4.7	-6.7	-2.3	1.1
O=C(CC[C@H]1O[C@@H](n2cnc3c(NC(=O)c4ccccc4)ncnc32)[C@H](O)[C@@H]1O)NCC1CCCCC1	0.4	-1.2	-8.3	-1.5	4.6	-2.1	0.4	22.2	-1.5
Oc1ccc(C(=S)N2CCCCC2)cc1	0.3	-0.2	-9.8	-1.3	-4.8	1.7	-3.3	22.3	0.5
N#CC1=C(SCC(=O)Nc2ccc(C(=O)O)cc2)NC(=O)CC1c1ccco1 (stereo not drawn)	0.2	1.4	-5.1	-1.5	-31.5	-3.3	-11.4	15.1	-6.9
Cc1ccsc1C(=O)OCC(=O)NCCc1ccccc1	-0.2	0.2	-2.8	-1.4	-0.4	-3.5	13.1	4.8	-0.2
CCCCN(C)C(=O)c1cccc(OC2CCN(CC(C)(C)C)CC2)c1	0.1	-0.4	-3.7	0.1	8.1	1.1	-4.7	-1.8	0.2
CCOC(=O)c1ccc(N2C(=O)CC(N3CCN(Cc4ccccc4)CC3)C2=O)cc1 (stereo not drawn)	-0.8	1.1	0.1	-5.5	11.5	-16.0	2.7	3.8	1.4
Cc1ccc(C)c(OCC(=O)NCCN(C)C)c1	-0.4	0.7	-4.3	-3.9	2.0	6.2	-5.4	-8.3	4.7
CC1=C(C(=O)N2CCOCC2)CC(CC(=O)NC(c2ccccc2)c2ccccc2)C(=O)N1CCCN1CCCC1=O (stereo not drawn)	-0.5	-0.1	-3.7	-2.7	-5.8	-0.9	0.6	-4.1	5.2
CCc1ccc(CN(C)C(=O)CCc2nnc(Cc3cccc(C)c3)o2)nc1	-0.4	0.6	1.9	-1.3	-2.3	0.1	-2.7	16.8	0.6
CSCCC(NC(=O)c1ccccc1)C(=O)OCC(=O)Nc1ccc(C)c(Cl)c1 (stereo not drawn)	-0.1	0.0	6.4	-2.9	5.0	4.6	-9.0	-7.4	-0.5
Cc1ccc(CNC(=S)Nc2ccc(C)c([N+](=O)[O-])c2)cc1	-0.1	-0.8	32.4	-2.7	7.4	-9.8	6.2	-0.2	0.8
O=C(c1ccc(Cl)cc1[N+](=O)[O-])N1CCN(c2ccccn2)CC1	-0.4	2.2	-3.0	0.1	-4.6	2.8	-4.7	-2.7	-0.1
COc1ccc(C(=O)C(OC(=O)c2ccccc2)c2ccccc2)cc1 (stereo not drawn)	-0.9	0.3	25.5	-2.6	-3.0	-5.0	-14.8	-10.5	3.8
Cc1ccc(C)c(NC(=O)CSc2nnc(CNC(=O)c3ccco3)o2)c1	-0.7	0.2	-4.9	-2.9	3.3	-3.7	-12.6	5.4	1.7
CC(C)NC(=O)C1(C)CCCCN1Cc1cccc(C(F)(F)F)c1 (stereo not drawn)	-0.3	1.3	-6.7	-5.7	-3.7	1.6	5.8	8.7	-1.1
C=CCSc1nnc(NC(=O)C2CC(=O)N(c3ccc4c(c3)OCCO4)C2)s1 (stereo not drawn)	-0.1	1.3	-1.7	-11.5	4.2	-5.6	-1.4	-1.5	-0.3
Cc1nn2c(=O)cc(COC(=O)c3ccc(NC(=O)C(C)(C)C)cc3)nc2s1	0.6	0.6	-4.3	-3.7	-8.3	-8.4	6.4	-8.1	-1.9
Cc1cc(C)n(-c2c(F)c(F)c(CO)c(F)c2F)n1	-1.2	-0.9	-10.2	-8.7	3.8	1.3	-4.6	7.7	4.4
CCc1ccc(N2CC(C(=O)Nc3cccc(S(=O)(=O)N4CCCC4)c3)CC2=O)cc1 (stereo not drawn)	-0.3	1.4	7.0	4.8	-4.5	9.3	5.9	-15.7	5.6
CCC[C@@H](CN1CCC[C@H]1CN1C(N)=NC[C@H]1CC(C)C)N1C[C@@H]([C@H](C)CC)N(CCCC2CCCC2)C1=N	-0.8	-1.5	-38.5	-1.3	-1.7	-1.7	-4.3	6.0	3.9
N#Cc1ccc(/C=N/NC(=O)CCc2ccc(S(=O)(=O)N3CCOCC3)cc2)cc1	0.2	-0.7	-3.9	-9.2	2.6	-4.2	-6.5	0.8	4.5
COc1ccc2[nH]c(C(=O)O)c(NS(=O)(=O)c3ccc(Cl)s3)c2c1	1.5	-0.1	-4.8	-2.9	4.4	2.5	-5.3	11.2	-8.1
CCN(CC)c1ccc(NC(=O)CN2C(=O)CC(C)(C)S(=O)(=O)c3ccccc32)c(C)c1	-0.1	0.0	0.8	-5.0	12.1	8.0	9.4	10.4	0.5
COc1cc(N)n(S(=O)(=O)c2ccc(C)cc2)n1	-0.3	-1.8	-11.1	-1.2	3.1	2.5	7.9	-3.2	3.2
O=c1cc(CSc2nnc(Nc3ccccc3F)s2)nc2sccn12	-0.8	0.2	0.5	-3.2	16.6	4.9	-18.4	-24.4	-23.1
COc1ccc(-c2ccc(C(=O)NCC(C)C)c3occc23)c(C)c1	0.0	0.5	17.9	-1.8	-7.0	-12.6	10.6	-2.2	-2.2
CC(c1cccs1)N(Cc1ccco1)C(=O)Nc1ccc(Cl)c(Cl)c1 (stereo not drawn)	-1.1	-1.2	37.8	-7.2	-9.4	-5.8	5.4	3.5	-14.3

Pulled by structure from the list above:
SMILES	TbMetRS inhib	MsrA inh	FAS-TE inh	bovine MsrA act	NRP1-CendR mod	E coli Lon inh	SKN-1 block	PABP1 MLLE inh	MT1-MMP act inh
CCCCN(C)C(=O)c1cccc(OC2CCN(CC(C)(C)C)CC2)c1	0.1	-0.4	-3.7	0.1	8.1	1.1	-4.7	-1.8	0.2
Cc1ccsc1C(=O)OCC(=O)NCCc1ccccc1	-0.2	0.2	-2.8	-1.4	-0.4	-3.5	13.1	4.8	-0.2

Next structures.
SMILES	TbMetRS inhib	MsrA inh	FAS-TE inh	bovine MsrA act	NRP1-CendR mod	E coli Lon inh	SKN-1 block	PABP1 MLLE inh	MT1-MMP act inh
COc1ccc(CNC(=O)COC(=O)C2=Cc3ccccc3OC2)cc1	-0.4	0.8	9.0	-1.8	-45.6	-0.2	-4.4	25.1	1.9
Cc1oc2ccc(OCc3ccc(F)cc3Cl)cc2c1C(=O)O	0.8	-1.3	-0.6	-6.4	5.0	4.9	3.0	-17.4	-4.6
CC(Oc1ccccc1)c1nnc(N)s1 (stereo not drawn)	-0.6	-0.4	-9.2	-9.5	6.4	-6.0	-3.9	8.8	-2.6
Cn1cccc1Cc1nnc(SCC(=O)NC2CCCCC2)n1-c1ccc(F)cc1	-0.3	-0.3	-5.3	-2.3	4.0	-6.1	11.1	6.5	2.0
COc1ccc(OC)c(-n2c(=S)[nH]c3cc(C(=O)N(C)Cc4ccccc4)ccc3c2=O)c1	0.4	1.5	-5.3	-2.0	8.1	10.8	-12.5	13.2	5.1
COc1ccc(N(C)C(=O)c2ccc3snnc3c2)cc1	-0.8	0.6	-4.5	-1.6	8.1	-6.9	-6.0	6.4	1.1
Cc1ccc(S(=O)(=O)N2CCC(C(=O)OC3CCOC3=O)CC2)cc1C (stereo not drawn)	-0.1	0.4	-5.5	-1.5	-7.8	-7.2	19.2	-11.5	-0.2
CCOC(=O)c1c(N)sc(C(O)(C(F)(F)F)C(F)(F)F)c1-c1ccc(F)cc1	0.3	1.7	33.2	1.5	10.0	-2.3	3.0	-2.2	1.7
Cc1ccc(Cn2c(=O)n(C)c(=O)c3sccc32)cc1	-0.2	-0.1	1.0	-0.4	14.7	-10.1	-0.9	5.6	-7.6
O=C1CCCN1CCCNS(=O)(=O)c1cccc(F)c1	-0.3	2.4	-8.9	-2.9	-10.1	-13.1	0.4	13.9	3.8
CCCC1CCc2c(sc(NC(=O)OCC)c2C#N)C1 (stereo not drawn)	0.6	-0.1	4.2	-0.3	-2.2	3.1	7.8	5.7	1.0
O=C(CN1CCCCC1)Nc1cccc(Cl)c1	-0.2	1.0	-5.4	-2.2	6.7	5.1	9.0	-24.3	0.7
O=C1CC2(CCN(C(=O)C3CC(=O)N(c4ccccc4)C3)CC2)Oc2ccccc21 (stereo not drawn)	-0.7	1.9	-4.6	-6.5	-3.4	3.9	-9.1	1.2	3.3
CC(C)CNC(=O)CCc1c[nH]c2ccccc12	-0.3	0.2	-5.0	-2.1	18.1	-4.5	-2.5	-17.4	1.1
COC(=O)CCC(=O)Nc1ccc(Cl)c(Cl)c1	-1.3	0.3	-1.3	-10.3	0.4	-3.3	-0.7	-4.3	0.8
Clc1cccc(CSc2nc3ccncc3[nH]2)c1	3.9	0.9	-8.7	-3.8	2.4	14.7	-16.4	-23.4	2.0
Cc1cc(C)n(-c2ccc(NC(=O)C3CCCCN3C(=O)c3ccoc3C)cc2)n1 (stereo not drawn)	-0.2	-0.9	1.3	-0.1	-8.7	-8.1	12.5	-15.5	-0.4
Cc1cc(C(=O)Nc2cccc(C(=O)O)c2)oc1C	-0.6	-0.1	-7.1	-4.4	-7.7	-2.1	11.8	-2.3	7.8
CC(C)n1c(SCC(N)=O)nc2c1c(=O)n(C)c(=O)n2C	-0.6	-0.8	-9.3	-8.2	19.1	-4.3	-3.0	6.2	4.0
O=C(N/N=C/c1cccc(O)c1)c1cc(C2CC2)nc2ccccc12	-0.8	1.6	-1.8	-2.0	2.0	6.1	16.1	6.8	0.1
Cc1c(C(=O)NNC(=O)c2cccnc2)cccc1[N+](=O)[O-]	-0.3	0.9	-8.4	-1.2	8.9	3.1	-10.9	-1.7	3.8
CCOc1ccc(N(CC(=O)NCc2ccc(OC)cc2)C(=O)CCC(=O)Nc2nccs2)cc1	-0.3	-0.1	-1.5	-1.7	0.2	-2.2	21.1	-17.5	-2.0
CCOC(=O)Cn1nnnc1C(CC)N(Cc1ccccc1)Cc1cc2cc(C)ccc2[nH]c1=O (stereo not drawn)	-0.3	0.9	-5.7	-2.1	8.2	-6.5	-6.2	-1.6	-8.8
CCOC(=O)C1CCNC(=O)C1=O (stereo not drawn)	0.0	0.2	-8.3	1.2	12.5	-7.3	2.1	6.6	-3.6
CC(C)Cc1cc(CN2CCC(CO)(Cc3cccc(C(F)(F)F)c3)CC2)[nH]n1	-0.3	-2.2	-0.1	1.1	3.3	2.5	-8.3	4.1	2.5
CC/C(=N\NC(=O)c1c(C)nc2ccccn12)c1ccccc1	-0.7	-0.1	-1.4	-4.2	7.9	15.1	-0.3	-3.5	-2.1
CCc1nnc(NC(=O)CSc2nnc(-c3ccoc3C)n2-c2ccccc2)s1	-0.4	-2.3	-1.0	-4.1	4.5	0.8	-5.8	-8.3	-1.9
O=C(CSc1nnc(-c2ccc(Cl)cc2)o1)N1CCOCC1	-0.7	-0.7	-3.0	-4.3	10.7	1.3	6.4	-0.1	-0.8
Cc1cccc(N=Cc2c(O)cc(C)oc2=O)c1	0.6	1.0	-6.8	-5.4	-3.3	-3.9	1.0	-16.1	-18.1
